Screens as filed in PubChem BioAssay.
EPAC1 antagonist: qHTS for Antagonist of cAMP-regulated guanine nucleotide exchange factor 3 (EPAC1): primary screen; EPAC1 GEF assay, Rap1b-BODIPY-GDP exchange fluorescence; Potency, µM (highest dose often 115 µM), for inactives: top-dose activity change, negative = inhibition, most hits filed as inhibitors; 0.14% of 360,000 active;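 also: plate controls were vehicle for no effect and positive control for full effect; nearly all actives have a fitted effect of over 50% in size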
TDP43 rescue: qHTS of TDP-43 Inhibitors; TDP-43 expressing yeast growth rescue, BacTiter-Glo, 24 h; Potency, µM (highest dose often 46.1 µM), for the others: at the top dose growth rescue (activation), actives largely listed as activators; 1.8% of 410,000 active; also: % of control where 0% means no effect; nearly all actives have a fitted effect of over 50% in size
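Yeast expressing TDP-43 (pregrown in raffinose, seeded at OD600=0.02 in galactose medium) exposed to compounds 24 hr at 30 deg C. Growth read by BacTiter-Glo luminescence; rescue of toxicity appears as increased signal.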
aSyn yeast inh: qHTS of alpha-syn Inhibitors; Yeast expressing alpha-synuclein, growth rescue, BacTiter-Glo, 24 h; 0.14% of 370,000 active; AID 652106, 2013; Potency, µM (highest dose often 46.1 µM), for inactives: at the highest dose growth rescue (activation), actives largely listed as activators; also: % of control where 0% means no effect; nearly all actives have a fitted effect of over 65% in size
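Galactose-induced alpha-syn yeast (OD600=0.02, raffinose-pregrown) + pinned cpd, 24 hr, 30 deg C; growth by BacTiter-Glo luminescence. Growth restoration scores as activation.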
PTHR1 ag: qHTS for PTHR1 Agonists: Primary Screen | AID 743266, 2014 | 0.075% of 410,000 active | HEK293 GP2 PTHR1 cells, GloSensor cAMP luminescence, 1 h | Potency, µM (titrated, usually from 115 µM), for inactives: at the highest dose activation, most hits filed as activators | Parathyroid hormone/parathyroid hormone-related peptide receptor (Homo sapiens), Q03431; also: nearly all actives have a fitted effect of over 55% in size; some results filed as inactive show a strong effect at the top dose; inactives centre near -15; many of its hits are not listed in these tables
Target sequence (Q03431 whole entry, looked up): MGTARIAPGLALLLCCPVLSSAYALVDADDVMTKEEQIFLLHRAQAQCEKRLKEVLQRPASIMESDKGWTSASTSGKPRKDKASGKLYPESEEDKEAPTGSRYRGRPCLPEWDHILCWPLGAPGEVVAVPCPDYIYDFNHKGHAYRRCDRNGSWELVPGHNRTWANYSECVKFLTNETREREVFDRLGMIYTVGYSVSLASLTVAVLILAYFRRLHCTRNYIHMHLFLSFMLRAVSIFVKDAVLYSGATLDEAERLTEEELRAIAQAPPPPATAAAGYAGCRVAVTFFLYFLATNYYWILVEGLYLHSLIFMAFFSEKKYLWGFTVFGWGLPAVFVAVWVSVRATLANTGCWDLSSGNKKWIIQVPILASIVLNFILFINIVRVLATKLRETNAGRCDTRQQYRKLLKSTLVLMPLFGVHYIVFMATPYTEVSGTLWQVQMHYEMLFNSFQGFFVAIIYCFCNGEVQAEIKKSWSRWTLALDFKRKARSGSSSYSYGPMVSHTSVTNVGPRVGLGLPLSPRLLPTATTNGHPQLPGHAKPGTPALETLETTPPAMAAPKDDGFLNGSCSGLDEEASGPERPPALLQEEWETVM
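HEK-293-derived GP2 cells expressing PTHR1 and a GloSensor cAMP reporter, 3,000/well, plated overnight, given luciferin plus IBMX (each 0.5 mM as added) for 1 h at 37 °C, then compound for 1 h at 37 °C. Luminescence was read after 15 min at room temperature.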
EPAC2 ag: qHTS for Agonist of cAMP-regulated guanine nucleotide exchange factor 4 (EPAC2): primary screen; Potency, µM (doses to about 154 µM), for the others: at the top dose activation, most hits filed as activators; EPAC2 activation, biochemical qHTS; response scale: 100% = 6.5 mM cAMP response; 0.079% of 360,000 active; also: nearly all actives have a fitted effect of over 50% in size
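Compounds were titrated in qHTS against a Rap1B-BODIPY-GDP (250 nM) complex with EPAC2 (100 nM) and GDP (50 uM). BODIPY-GDP release tracked at 480/540 nm over 30 min at room temperature, normalized to 6.5 mM cAMP.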
FUS suppressor: qHTS for Suppressors of FUS Proteinopathy: Primary screen using FUS-linked yeast assay. 0.24% of 390,000 active. S. cerevisiae FUS-expressing, growth rescue, OD600, 24 h. Potency, µM (doses to about 76.6 µM), for inactives: top-dose growth rescue (activation), most hits filed as activators;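 also: plate controls were DMSO vehicle for no effect and reference control for full effect; nearly all actives have a fitted effect of over 55% in size; some results filed as inactive show a strong effect at the top dose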
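Read-out: OD at 600 nm after 24hr at 30C, reporting rescue of FUS-induced yeast toxicity. Cells at OD 0.005 in galactose (2%) minimal medium; compounds tested in a dilution series; CP55940 titration from 92uM final as control.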
EPAC1 agonist: qHTS for Agonist of cAMP-regulated guanine nucleotide exchange factor 3 (EPAC1): primary screen. Rap guanine nucleotide exchange factor 3 (Homo sapiens), O95398. EPAC1 agonist qHTS, biochemical assay; response scale: 100% = response to 6.5 mM cAMP. Potency, µM (top dose mostly 154 µM), inactives show top-dose activation, usual class: activators. 0.073% of 360,000 active. AID 720707, 2013; also: nearly all actives have a fitted effect of over 60% in size
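EPAC1 100 nM, Rap1B–BODIPY-GDP 250 nM, unlabeled GDP 50 uM; compound titration; 5 min RT; kinetic read ex480/em540 at 5-min intervals ×30 min; data normalized to 6.5 mM cAMP agonist control.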
EPAC2 antagonist: qHTS for Antagonist of cAMP-regulated guanine nucleotide exchange factor 2 (EPAC2): primary screen; Rap guanine nucleotide exchange factor 4 (Homo sapiens), Q8WZA2; EPAC2 GEF exchange of Rap1B-BODIPY-GDP, fluorescence; Potency, µM (top dose mostly 114 µM), for the others: at the top dose activity, negative = inhibition, most hits filed as inhibitors; 0.18% of 360,000 active; also: % is scaled to controls: 0 for no effect and ±100 for the full control effect; nearly all actives have a fitted effect of over 45% in size; many of its hits are not listed in these tables
Active calls of the source: *; i = inactive; ? = inconclusive; nt = not tested or not shown; & = joins results of further samples; [ ] = remark or other dose. Calls follow the shape of the dose curve; as a rule, active = well fitted curve in the direction sought with a large enough effect; inconclusive = small, poorly fitted or top-dose-only effect, or another doubt; inactive = no such curve, though single readings can be large; an effect the other way counts as inactive or inconclusive. Potency is read from the fitted curve at half-maximal effect. Only part of the results is shown (hit frequency here may not be typical).

SMILES	EPAC1 antagonist	TDP43 rescue	aSyn yeast inh	PTHR1 ag	EPAC2 ag	FUS suppressor	EPAC1 agonist	EPAC2 antagonist
COc1ccc(N2CCN(C(=O)COC(=O)c3ccco3)CC2)cc1	-7%	5%	-3%	2%	10%	nt	-10%	-4%
CCC(CO)Oc1cc(NC(=O)c2cccc(F)c2)c2ncn(C(C)C)c2c1 (centres undefined)	-9%	15%	4%	-31%[inhibitor]	11%	-10%	-17%	12%
CCN(CC(=O)Nc1ccc2c(c1)OCCO2)C(=O)CC1CCCC1	5%	23%	5%	i	-1%	6%	4%	7%
Cc1ccc(-c2cc(=O)c3ccccc3[nH]2)cc1	-14%	12%	-19%	-8%	6%	-7%	9%	-16%
Cc1ccc(NC(=O)c2ccc(Br)o2)c([N+](=O)[O-])c1	-1%	nt	0%	-6%	1%	-4%	4%	4%
COc1ccccc1COC(=O)CN1C(=O)NC2(CCCCC2C)C1=O (centres undefined)	-8%	-1%	2%	-3%	5%	5%	14%	-4%
O=C(C1CCN(C2CC(=O)N(c3ccc(Cl)cc3)C2=O)CC1)N1CCOCC1 (centres undefined)	4%	16%	-55%[inhibitor]	i	-1%	-4%	1%	-1%
CCOc1ccccc1N1CCN(C(=O)CC(C)(C)C)CC1	4%	4%	0%	i	-2%	9%	-13%	-1%
COc1cc(C(=O)n2cnc3ccccc32)c([N+](=O)[O-])cc1OC	15%	9%	2%	19%	0%	1%	2%	-12%
Cc1cc(C)c2cc(C#N)c(NCCNC(=O)c3ccncc3)nc2c1	-15%	12%	?	i	0%	-8%	1%	-7%
O=C(NC(=S)Nc1cccc(S(=O)(=O)NC2=NCCC2)c1)c1cc(-c2ccco2)nc2ccccc12	-24%	4%	6%	i	1%	?	6%	-2%
O=C(COC(=O)C1=COCCO1)Nc1ncc(Cl)cc1Cl	5%	16%	4%	i	4%	23%	-5%	18%
COc1cc(OC)c(OC)cc1/C=N/n1c(C)nc2ccccc2c1=O	-3%	5%	5%	-2%	3%	8%	4%	6%
CCOc1ccc(NS(=O)(=O)c2ccc(NS(=O)(=O)c3cccs3)cc2)cc1	?	-8%	-4%	-4%	10%	13%	2%	-9%
N/C(Cc1ccc([N+](=O)[O-])cc1)=N\OC(=O)c1ccc(Br)cc1	23%	?	-59%[inhibitor]	-11%	2%	0%	-14%	-2%
CCOc1ccc(CCN2C(=O)C(=O)N([C@@H](Cc3ccccc3)CN3CCC[C@@H]3CN3C(=O)C(=O)NC[C@@H]3Cc3ccc(O)cc3)C[C@@H]2Cc2ccccc2)cc1	-6%	2%	4%	21%	4%	24%	8%	-1%
COc1cccc(NC(=O)N(C2CCCCC2)C(C)c2cccs2)c1 (centres undefined)	9%	-21%	-21%	-14%	6%	-1%	5%	6%
Cc1ccc(-c2nnc(NC(=O)C3=COCCO3)o2)c(C)c1	-8%	-7%	14%	-4%	15%	3%	15%	7%
COc1ccccc1N1CCN(C(=O)c2cc(-c3ccc(Cl)c(Cl)c3)on2)CC1	-2%	-11%	-10%	25%[57.5 µM]	-2%	6%	1%	8%
CC12CCC(=O)N1C(C(=O)Nc1ccc(Cl)c(S(=O)(=O)N3CCCCC3)c1)CS2 (centres undefined)	-4%	2%	-2%	-28%	2%	24%	-1%	-2%
O=C(COc1ccccc1C(=O)Nc1ccccc1)NCCc1ccccc1	?	-9%	-8%&-7%	i	-10%	10%	-21%	-19%
C#CC1(NC(=O)N(C)C)CCCCC1	-14%	15%	0%	-21%	11%	-30%	0%	3%
Cc1nnsc1C(=O)NNc1ccc(C(C)(C)C)cc1	1%	-4%[1.82 µM]	5%	-5%	-1%	15%	-2%	7%
N#CC1=C(N)SC(N)=C(C#N)C1C1C=CCCC1 (centres undefined)	-13%	25%	7%	i	-7%	25%	-1%	-1%
Oc1cc(Br)ccc1C=Nc1ccc(N2CCCCC2)cc1	-5%	-7%	3%	-4%	11%	9%	-7%	-7%
New compounds follow
SMILES	EPAC1 antagonist	TDP43 rescue	aSyn yeast inh	PTHR1 ag	EPAC2 ag	FUS suppressor	EPAC1 agonist	EPAC2 antagonist
CCOCCCNC(=O)C1CCN(C(=O)Nc2ccc(C)cc2)CC1	-4%	5%	5%	i	-5%	19%	3%	0%
C=CCc1cccc2cc(C(=O)NC(C)(C)C)c(=O)oc12	-7%	22%	0%	i	-3%	-16%	3%	4%
Clc1ccc(CN2CCCCCCC2)cc1	0%	2%	-6%	-69%[inhibitor]	-1%	nt	2%	15%
Cc1ccccc1CSCC1Nc2ccc(C(=O)NCCc3ccccc3)cc2NC1=O (centres undefined)	14%	-91%[inhibitor]	7%	0%	-10%	?	-6%	-4%
O=C(Nc1ccc2c(c1)OCCO2)C(c1ccc(C(F)(F)F)cc1)n1c(=O)c(-c2cc3ccccc3[nH]2)nc2ccccc21 (centres undefined)	-1%	?	10µM*	i	5%	42%	0%	5%
O=C(CC1SC(=NCCc2ccccc2)N(/N=C/c2cccs2)C1=O)Nc1ccc(Cl)cc1 (centres undefined)	-7%	-15%	8%	-24%	14%	?	14%	0%
CCOC(=O)c1c(C)c(C(=O)Nc2ccccc2)c(C)n1CC	-1%	-9%	1%	i	7%	-9%	2%	-2%
OCc1ncccc1O	5%	-9%	5%	i	1%	-34%	-2%	-5%
CC(C)(C)NC(=O)Cn1ccc(=N)c2ccccc21	-2%	-7%	-1%	-11%[57.5 µM]	-4%	-39%	8%	3%
Cc1ccc2c(c1)C1(SC(C)C(=O)N1c1ccc(Cl)cc1)C(=O)N2 (centres undefined)	-6%	21%	11%	i	5%	6%	-9%	-22%
CCCc1cc(=O)oc2cc(OCc3cc(OC)c(OC)c(OC)c3)c(Cl)cc12	-10%	-2%	-5%	-41%[inhibitor][57.5 µM]	-7%	-12%	10%	-6%
O=C(CSc1ccccn1)Nc1ccc(Cl)c([N+](=O)[O-])c1	-4%	0%	-1%	-9%	5%	-12%	6%	-2%
COc1cc(C2CC(=O)N(CC(=O)Nc3ccccc3F)c3ccccc3S2)cc(OC)c1OC (centres undefined)	nt	-4%	-5%	-25%	nt	?	nt	nt
Cc1ccccc1C(=O)NNC(=O)CCc1ccccc1	-11%	-24%	2%	i	-9%	0%	-7%	6%
O=C(CSc1nnnn1-c1ccccc1)NCC1(N2CCOCC2)CCCCC1	-2%	3%	-3%	-13%	3%	-7%	7%	6%
CCOC(=O)CSc1nc2ccccc2c(=O)n1CC1CCCC1	-19%	15%	-8%	i	-4%	18%	4%	-9%
COc1ccc(NC(=O)CCn2c(=O)c3cccn3c3ccccc32)c(OC)c1	-8%	22µM*	8%	-5%	8%	12%&32%	-1%	-1%
Cc1cc(C(C)(C)C)ccc1NC(=O)CC(C)(C)CC(=O)O	16%	-32%[inhibitor]	-5%	-21%	-10%	12%	-4%	18%
CCC(c1nnnn1Cc1ccc(F)cc1)N1CCN(C)CC1 (centres undefined)	10%	0%[0.397 µM]	-1%	i	-2%	2%	-12%	7%
O=S(=O)(c1ccc(OCC(O)CN2CCc3ccccc3C2)cc1)N1CCOCC1 (centres undefined)	12%	0%	-5%	27%	1%	?	10%	-5%
CC(C)Oc1ccc(C(=O)OCC(=O)NC2CCCCCC2)cc1	-5%	?	1%	-40%[inhibitor]	-1%	3%	-2%	-5%
CSCCC(NC(=O)c1cccc(C)c1)C(=O)O (centres undefined)	-3%	1%	7%	i	2%	-4%	-6%	4%
C[C@H](CO)N1C[C@H](C)[C@H](CN(C)Cc2ccccc2)Oc2ccc(NC(=O)Nc3ccc(F)cc3)cc2C1=O	-30%	0%	-4%	i	-3%	21%	-2%	-9%
CCOc1ccc(C(=O)COC(=O)Cc2n[nH]c(=O)c3ccccc23)cc1	4%	0%	-1%	i	0%	-8%	-2%	-3%
CN1CCn2cnc(C(=O)NCc3ccccc3)c2C1=O	-3%	7%	-1%	-10%	7%	-4%	-17%	8%
New compounds follow
SMILES	EPAC1 antagonist	TDP43 rescue	aSyn yeast inh	PTHR1 ag	EPAC2 ag	FUS suppressor	EPAC1 agonist	EPAC2 antagonist
Cn1c2c(c(=O)n(C)c1=O)[C@@H]1c3c(ccc4ccccc34)OC[C@@H]1CO2	5%	1%	4%	i	-1%	-5%	-2%	5%
COc1ccc(OC)c(NC(=O)Cn2c(C)nc3ccccc3c2=O)c1	3%	-2%	5%	-14%	15%	1%	-3%	4%
O=C(COc1cc(Cl)c(Cl)cc1Cl)N1CCN(c2ccccn2)CC1	6%	7%	-3%	i	0%	-11%	5%	4%
Cc1ccc(Cl)cc1N1CCN(S(=O)(=O)c2ccc3c(c2)C(C(C)C)C(=O)N3)CC1 (centres undefined)	nt	1%	30%	-28%	nt	?	nt	nt
COc1cccc(COc2ccc3c(C)c(Cc4ccccc4)c(=O)oc3c2)c1	12%	3%	1%	i	2%	1%	0%	5%
O=C(CCN1C(=O)c2ccncc2C1=O)Nc1ccc(F)cc1	-1%	-3%	2%	-9%[57.5 µM]	-3%	8%	-1%	18%
O=C(Nc1cccnc1)OCc1ccccc1	27%	-1%	0%	?	5%	15%	3%	7%
